hcGAS lum: inhibitors of human cGAS; Q8N884; recombinant h-cGAS, ATP depletion, Kinase-Glo luminescence; inhibition, % at 12.5 µM; actives 0.081% (n = 290,000); AID 1259398;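 further: 0% = vehicle reaction and 100% = reaction without DNA for no activity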
Target sequence (Q8N884 whole entry, looked up): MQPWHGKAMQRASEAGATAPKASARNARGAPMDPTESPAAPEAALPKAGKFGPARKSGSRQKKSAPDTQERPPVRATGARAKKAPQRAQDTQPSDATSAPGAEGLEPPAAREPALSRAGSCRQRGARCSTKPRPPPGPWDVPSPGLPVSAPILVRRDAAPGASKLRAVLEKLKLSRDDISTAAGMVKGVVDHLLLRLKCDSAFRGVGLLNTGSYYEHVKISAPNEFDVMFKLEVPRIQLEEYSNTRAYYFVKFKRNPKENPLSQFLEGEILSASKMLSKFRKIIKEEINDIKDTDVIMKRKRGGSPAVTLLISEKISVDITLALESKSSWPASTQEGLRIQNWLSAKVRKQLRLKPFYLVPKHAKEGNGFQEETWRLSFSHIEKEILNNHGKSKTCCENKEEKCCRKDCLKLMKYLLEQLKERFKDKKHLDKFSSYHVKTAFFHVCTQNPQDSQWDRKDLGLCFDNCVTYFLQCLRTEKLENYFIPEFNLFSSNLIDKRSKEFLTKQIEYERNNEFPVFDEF
NPYLR7 ag: mosquito NPYLR7 agonism; HEK293T NPYLR7/Galpha15, GCaMP6s calcium fluorescence; actives 0.15% (n = 270,000); activation, % at 10 µM; AID 1259423; in the data active means activation above about 40%;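 further: 0% = vehicle and 100% = reference agonist at the receptor; some compounds past the cut are filed as inactive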
mcGAS lum: inhibitors of mouse cGAS; Q8C6L5; recombinant cGAS, Kinase-Glo ATP depletion luminescence; inhibition, % at 12.5 µM; actives 0.15% (n = 160,000);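 further: 0% = negative control wells and 100% = reference inhibitor with no enzyme activity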
An asterisk follows results filed as active; / = no result given; & = joins results of further samples. Unless noted, no stated cut-off is given here; in the data, active means inhibition above about 40%; inactive means the rest.

item	structure	hcGAS lum	NPYLR7 ag	mcGAS lum
1	CC(C)=CC(=O)NCCC1CN(Cc2cnc(C)nc2)CCO1 (configuration not stated)	-8	7	/
2	O=C(O)c1ccc2c(c1)CCN2S(=O)(=O)c1ccc(F)cc1	0	-5	/
3	COc1ccccc1C(=O)CN1CCCCCC1(C)C(=O)NC(C)C (configuration not stated)	-10	4	/
4	Cc1ccc(NC(=O)CCNC2CCC3(CCNCC3)CC2)c(C)c1	-4	16	/
5	Cc1nnc(NC(=O)c2ccc(Cl)c([N+](=O)[O-])c2)s1	8	-2	/
6	O=C(CCn1c(=O)oc2ccc(Cl)cc21)Nc1ccc(S(=O)(=O)Nc2nccs2)cc1	3	8	-7
7	O=C(Nc1ccc(-c2noc(-c3ccccc3F)n2)cc1)c1cccs1	0	-4	/
8	COc1ccccc1CCCNC1CSCCSC1	-2	/	-17
9	COCCNC(=O)[C@@]1(OCc2ccccc2C)CC(OCc2cccc(C(F)(F)F)c2)[C@H](O)[C@H](O)C1 (some centres not stated)	-13	22	-4
10	CCc1ccc2c(c1)c(=O)c(S(=O)(=O)c1ccc(F)cc1)cn2C	-5	-1	-8
11	CCOC(=O)C1CCCN(Cc2nc(-c3ccc(C(=O)OC)cc3)no2)C1 (configuration not stated)	-4	1	/
12	CCc1ccccc1C1NCCCn2cccc21 (configuration not stated)	4	27	/
13	O=C(O)[C@H]1C[C@H](C(=O)NC2CC2)CN(C(=O)CCCc2cccs2)C1	-3	7	/
14	O=C(CSc1ccc(C(=O)NCCc2ccccc2F)cn1)c1ccc(Cl)cc1	0	-2	1
15	COc1ccccc1CNCc1cccs1	5	1	/

The listing continues:
item	structure	hcGAS lum	NPYLR7 ag	mcGAS lum
16	COc1cc(C(=O)Nc2nc(C)c(C)s2)ccc1OC(F)F	-9	-2	/
17	COc1ccc(OC)c(C2c3cccn3CCCN2Cc2cccc(Cl)c2)c1 (configuration not stated)	-3	-10	-5
18	Cc1nccc(C(=O)OC2CC3CCC2C3)n1 (configuration not stated)	-8	-2	/
19	COCCN1C(=O)C(c2c(C)[nH]n(-c3ccc(F)cc3)c2=O)=C([n+]2cccc(C)c2)C1=O	-8	-3	-7
20	Cc1noc(C)c1-n1c(C2CCCN(C)C2)n[nH]c1=O (configuration not stated)	-8	12	/
21	O=C(NCCc1nc2ccccc2[nH]1)c1cc(F)ccc1Br	5	3	3
22	CC(C)N(CC1COc2ccccc2O1)C(=O)c1cc2n(n1)CCCNC2 (configuration not stated)	-1	-8	-2
23	CCOC(C)c1nc(CSc2ncnc3c2cnn3C)cs1 (configuration not stated)	-17	5	/
24	COc1ccc(-c2c(C)nn3c(-n4ccnc4C)cc(C)nc23)cc1OC	-11	3	-9
25	O=C(Nc1ccccc1)C(=O)N1CCc2c(ncnc2N2CCOCC2)C1	-5	-3	-10
26	O=C(c1cc2c(=O)n3ccccc3nc2s1)N1CCCCCC1	-9&-4	12&6	/
27	CCn1c(=O)[nH]c(=O)c2ccc(-c3ccc(Cl)cc3)nc21	-9	-6	/
28	COc1ccccc1OCCN1CCC(C(=O)NC(c2ccc3c(c2)OCO3)c2ccccn2)CC1 (configuration not stated)	-4	11	-4
29	COc1ccc(C(=O)NCCNC(=O)[C@H]2CCCN2C(=O)c2cccc(F)c2)cc1	-5	-1	-4
30	COc1ccc(-n2ccc3c(cnc4nc(C(F)(F)F)nn43)c2=O)c(OC)c1	-4	2	/

A different layout for some results above.
Results follow in this order: hcGAS lum, NPYLR7 ag, mcGAS lum
4. Cc1ccc(NC(=O)CCNC2CCC3(CCNCC3)CC2)c(C)c1
→ -4, 16, /
15. COc1ccccc1CNCc1cccs1
→ 5, 1, /

Other entries follow:
item	structure	hcGAS lum	NPYLR7 ag	mcGAS lum
31	CN1CCN(CCC(F)(F)F)CC12CCN(C(=O)CC1CCCC1)CC2	0	23	-11
32	NC(=O)C1(c2ccccc2)CCN(C(=O)c2ccc(F)cc2F)CC1	-9	24	/
33	OCC1(CNC2CCC3(CCNCC3)CC2)CCOCC1	-3	11	/
34	CC(=O)NCc1nnc2c3ccccc3c(-c3ccccc3)nn12	-7	15	/
35	Cc1cccc(C)c1NC(=O)N1CCc2nc(Cc3ccccc3F)[nH]c(=O)c2C1	-8	0	-5
36	CC(C)(C)C(=O)CSc1ncnc2sc3c(c12)CCCC3	-3	3	/
37	CCOc1ccc(S(=O)(=O)c2cn(Cc3ccccc3C)c3ccc(OC)cc3c2=O)cc1	-7	-6	-7
38	Oc1ccc(-c2nc3c4cnn(-c5ccccc5Cl)c4ncn3n2)cc1	-4	-5	-4
39	CC(C)Oc1nnnn1-c1ccccc1	1	1	0
40	CCOC(c1ccccc1)c1ccc2c(c1)CN(C(=O)CSc1ccncc1)CCO2 (configuration not stated)	-4	2	-10
41	CCc1cccc2c1N(S(=O)(=O)c1ccc3c(c1)N(CC(=O)O)C(=O)CO3)CC2	-3	-2	/
42	O=C(O)c1ccc2c(=O)n(-c3ccccc3F)c(=S)[nH]c2c1	-5	6	/
43	CCCN(Cc1c(-c2ccccc2F)noc1N1CCOCC1)C(=O)c1cccc(OC)c1	13	-5	0
44	Oc1ccccc1Oc1ccc(Oc2ccccc2O)cc1	-7	5	/
45	COc1ccc(C(=O)Nc2c(N)nc(SCC(N)=O)[nH]c2=O)cc1OC	1	-1	-2

Additional results.
item	structure	hcGAS lum	NPYLR7 ag	mcGAS lum
46	CC1CCCCN1Cc1nc2c(c(=O)n(C)c(=O)n2C)n1CCc1ccccc1 (configuration not stated)	-4	4	-7
47	Nc1ccc(S(=O)(=O)Nc2ccc(Cl)nn2)cc1	1&-4&1	-13&-4&0	-5&-1
48	Cn1c(=O)c2c(nc(Br)n2Cc2cccc(Cl)c2)n(C)c1=O	2	-3	0
49	O=c1oc2cc(S(=O)(=O)N3CCCC3)ccc2n1Cc1ccc(F)cc1	7	0	3
50	CCCN1C(=O)COCc2cc(-c3cnn(C)c3)ccc21	-4	6	/
51	Cc1ccsc1[C@@H]1CCN(C(=O)CCc2n[nH]c3c2CCCC3)C[C@H]1O	2	-1	-2
52	O=C(NCc1ccco1)C1COC2(CCN(C(=O)c3ccc(Cl)cc3)CC2)N1C(=O)c1cccc(F)c1 (configuration not stated)	-4	6	-8
53	Cc1c(C(=O)NCCO)nnn1-c1ccc2noc(-c3ccc(Cl)cc3)c2c1	-4	4	0
54	CC(C)CC(=O)NCCCn1nc(-c2cccnc2)ccc1=O	-8	10	/
55	Cc1[nH]c2c(F)cccc2c1CC(=O)NCCCc1csc(N)n1	-3	/	-17
56	O=C(C=Cc1ccc(-c2ccc([N+](=O)[O-])cc2)o1)c1ccc(N2CCOCC2)cc1	-7	-2	/
57	O=C(Nc1ccc(C2SCC(=O)N2c2ccc3c(c2)CCC3)cc1)c1ccccc1Br (configuration not stated)	4	/	1
58	O=C(Nc1ccccc1)c1ccc(Cl)s1	-4	-9	-6
59	CC1(C(=O)NS(=O)(=O)c2ccccc2)CCN1C(=O)C1CCCCC1 (configuration not stated)	-2	2	/
60	Oc1ccc(N=Cc2nc(-c3ccccc3)oc2O)cc1	-3	-6	-4

The listing continues:
item	structure	hcGAS lum	NPYLR7 ag	mcGAS lum
61	CCOC(=O)C1CCN(C(=O)CCc2csc(NC(=O)c3ccc[nH]c3=O)n2)CC1	-5	-13	-11
62	CC(=O)c1cc(CN2CCC3(CC2)N=C(c2ccccn2)NC3=O)cs1	-10	5	-13
63	COc1ccc(C(=O)NCCn2nc(C)cc2C)cc1OC1CCN(C(C)=O)CC1	-4&0	1&7	/
64	O=C(C1CCCC1)N(Cc1cccc(Cl)c1)CC1CC(c2ccccc2F)=NO1 (configuration not stated)	-7	7	-5
65	Cc1ncsc1C(=O)N1CCC2(CCCN(Cc3ccc(C(C)C)cc3)C2)C1 (configuration not stated)	-5	/	-11
66	CCOC(=O)CNC(=O)CSc1nnc(-c2ccccc2)c2sc(C)nc12	9	7	5
67	Cc1nc(NCCC23CC4CC(CC(C4)C2)C3)c2c3c(sc2n1)CCC3	-3	-1	-4
68	Cc1onc(-c2c(Cl)cccc2Cl)c1C(=O)Nc1cccc(-c2cccc(-c3ccc4c(c3)NC(=O)CO4)n2)c1	-6	2	-7
69	O=C(CCc1ccccc1Cl)N1CCC(O)CC1	2	-3	/
70	COC(=O)C1(C(=O)N2CCCCC2CN2CCOCC2)CC1 (configuration not stated)	-1	-1	1
71	CCN(CC)c1ccc(NC(=O)c2sc3nc(-c4ccccc4)cn3c2C)cc1	-1	-7	-7
72	O=C(c1ccco1)c1ccc(Cl)s1	1	-1	-3
73	Cc1cc(C2CCC2)nc(N2CCc3nc(N)sc3C2)n1	-4	-2	/
74	O=C(Nc1ccnn1C1CCN(Cc2ccc3nonc3c2)CC1)c1ccccc1	-9	5	-10
75	CC1CCN(S(=O)(=O)c2ccc(-c3nc(C#N)c(N4CCc5ccccc5C4)o3)cc2)CC1	-9	1	-9

A few values from the entries so far.
hcGAS lum with COc1ccc(-n2ccc3c(cnc4nc(C(F)(F)F)nn43)c2=O)c(OC)c1 stands at -4
mcGAS lum with COc1ccc(C(=O)NCCNC(=O)[C@H]2CCCN2C(=O)c2cccc(F)c2)cc1 stands at -4

From no. 71 as far as 75, copied from above:
item	structure	hcGAS lum	NPYLR7 ag	mcGAS lum
71	CCN(CC)c1ccc(NC(=O)c2sc3nc(-c4ccccc4)cn3c2C)cc1	-1	-7	-7
72	O=C(c1ccco1)c1ccc(Cl)s1	1	-1	-3
73	Cc1cc(C2CCC2)nc(N2CCc3nc(N)sc3C2)n1	-4	-2	/
74	O=C(Nc1ccnn1C1CCN(Cc2ccc3nonc3c2)CC1)c1ccccc1	-9	5	-10
75	CC1CCN(S(=O)(=O)c2ccc(-c3nc(C#N)c(N4CCc5ccccc5C4)o3)cc2)CC1	-9	1	-9

Compound profiles, as listed above:
`Cc1nc(NCCC23CC4CC(CC(C4)C2)C3)c2c3c(sc2n1)CCC3` is entered as hcGAS lum = -3; NPYLR7 ag = -1; mcGAS lum = -4
`Oc1ccccc1Oc1ccc(Oc2ccccc2O)cc1` is entered as hcGAS lum = -7; NPYLR7 ag = 5; mcGAS lum = /

Continuation:
item	structure	hcGAS lum	NPYLR7 ag	mcGAS lum
76	CCN(c1ccccc1)S(=O)(=O)c1ccc(Cl)c(NC(=O)c2ccc(=O)[nH]n2)c1	-5	1	/
77	CCCc1ccc(CN2CCN(c3cncc(C(=O)N(C)C)n3)CC2)o1	-4	7	/
78	CC(=O)c1cc(CN2CCCC(CCc3ccccc3C(F)(F)F)C2)n(C)c1 (configuration not stated)	-2	2	/
79	COC1CCN(C(=O)c2coc(COc3cccc(C(F)(F)F)c3)n2)CC1	-8	4	/
80	Cc1c(C(=O)N2CCOCC2)cnn1C(C)(C)C	-4	-3	-3
81	O=C(CN1CCCC(Oc2ccc(Cl)cc2)C1)Nc1ccccc1C(=O)Nc1ccccc1 (configuration not stated)	0	1	/
82	COCCNC(=O)[C@@]1(OCc2ccccc2F)CC(OCc2ccccc2C#N)[C@H](O)[C@H](O)C1 (some centres not stated)	-9	20	-4
83	CCc1nc(Nc2ccc(OC)cc2)c2ccc(Cl)cc2n1	-8	18	-6
84	c1ccc(CCc2nc(Cc3cccnc3)n(-c3ccccn3)n2)cc1	5	-6	/
85	Cc1nc(CN)cc(NCCCN2CCCC2=O)n1	-7	7	/
86	Cc1ccc(C(=O)N2CC(=O)N3CC(C)c4ccccc4C3C2)c(F)c1F (configuration not stated)	-7	-1	-8
87	CCc1ccc(CN2CCC(N3CCC(C(=O)NCCc4ccccc4)CC3)CC2)o1	-9	1	/
88	O=C(c1sccc1Cl)N1CCC(n2cnc3ccccc32)CC1	-6	-9	-7
89	C=CCN(Cc1nccn1Cc1ccccc1C)C(=O)CC(C)C	-6	6	-5
90	CC(=O)O[C@@H](C)C(=O)N1CCN(c2ncccc2C(=O)NCc2cccs2)CC1	-4	1	-7

Remaining list, next part.
item	structure	hcGAS lum	NPYLR7 ag	mcGAS lum
91	COC(=O)C1CCN(C(c2cccc(Cl)c2)C2Sc3nc(C)nn3C2=O)CC1 (configuration not stated)	-9	-3	/
92	CN(C)CCCN(C(=O)CN1C(=O)c2ccccc2C1=O)c1nc2cc3c(cc2s1)OCO3	1	-2	-5
93	O=c1ccc(-c2ccc(Cl)cc2)nn1CCNS(=O)(=O)c1cccnc1	-6	-3	-7
94	O=C(CCN1CCCCO1)N1CCC2(CCCN(Cc3ccc(F)cc3)C2)C1 (configuration not stated)	-7	3	/
95	COc1ccc(N2CCN(C(=O)c3ccc[nH]c3=S)CC2)cc1	-4	8	-4
96	O=C1CCc2cc(-c3csc(N4CCCC4)n3)ccc2N1	-4	-1	/
97	Cc1cc(C(=O)N(Cc2ccccn2)c2nc3ccc(F)cc3s2)on1	-6	7	-6
98	CCc1ncc(CN2CCC(C(=O)Nc3ccc(Oc4ccccc4F)cc3)CC2)cn1	-7	-6	-4
99	COc1ccc(C(CC(=O)NCc2n[nH]c3c2CCC3)c2ccccc2)cc1 (configuration not stated)	-3	7	/
100	C#Cc1cccc(N(C)S(=O)(=O)c2cc(C(=O)O)c(F)cc2Cl)c1	-8	-1	/
101	Cc1ccccc1CN(CC(=O)N(CCc1c[nH]c2ccccc12)Cc1ccc(Cl)c(Cl)c1)C(C)C	-7	21	-8
102	O=C(NCCSCc1ccccc1)c1ccc(-c2cc(-c3ccc(Cl)cc3Cl)[nH]n2)cc1	-7	0	-7
